NR2E3 ag-1 – agonists of human nuclear receptor NR2E3; Q9Y5X4; GST-NR2E3/biotin-RetCOR TR-FRET, 1536-well; inhibition of corepressor binding, % at 4.78 µM; 0.12% of 320,000 active; AID 2300;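 active = percent inhibition above the cutoff of mean plus 3 SD of all tested compounds, set per screening campaign, cut at about 20% in these data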;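 also: 0% = DMSO wells and 100% = biotin wells as full block of FRET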
Target sequence (Q9Y5X4 whole entry, looked up): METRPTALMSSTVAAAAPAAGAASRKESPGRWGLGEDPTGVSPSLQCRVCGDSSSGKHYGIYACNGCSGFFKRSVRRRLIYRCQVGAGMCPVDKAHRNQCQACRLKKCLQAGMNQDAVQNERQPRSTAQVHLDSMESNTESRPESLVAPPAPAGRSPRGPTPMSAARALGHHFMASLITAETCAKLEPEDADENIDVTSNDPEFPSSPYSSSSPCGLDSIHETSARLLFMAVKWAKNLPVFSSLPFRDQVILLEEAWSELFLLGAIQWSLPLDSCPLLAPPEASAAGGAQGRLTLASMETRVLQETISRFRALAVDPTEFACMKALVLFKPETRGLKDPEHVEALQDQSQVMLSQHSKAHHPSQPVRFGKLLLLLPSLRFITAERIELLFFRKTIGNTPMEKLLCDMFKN
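system = GST-tagged NR2E3 plus biotinylated RetCOR corepressor | input = 1.35 nM GST-NR2E3 | also added = 7 nM biotin-RetCOR | schedule = 5 h incubation at 4 °C | measured by = TR-FRET with europium anti-GST and streptavidin-D2, 340 nm excitation | read-out = percent loss of FRET ratio relative to control wells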
CF NFkB block – cystic fibrosis NF-kB activation inhibition | KKLEB NF-kB-GFP reporter, PAF-induced, GFP fluorescence overnight | inhibition, % at 5 µM | 0.86% of 360,000 active;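 active = at least 50% inhibition at 5 µM, scaled per plate between neutral and stimulator controls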;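 also: PAF is a Pseudomonas aeruginosa culture filtrate used as stimulus; plate controls were PAF-stimulated DMSO wells for no effect and unstimulated DMSO wells for full effect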
KKLEB cytotox – reduces viability of KKLEB cystic fibrosis airway cells; KKLEB CF airway cells viability, ATPlite luminescence, overnight; stronger effect = lower value; cells stimulated with P. aeruginosa culture filtrate; activity change (cytotoxicity), % at 5 µM; 0.36% of 360,000 active;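 active = corrected activity change at or below -50% at 5 µM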
NR2E3 ag-2 – human photoreceptor-specific nuclear receptor agonism; Q9Y5X4; CHO-S Gal4-NCOR/VP16-NR2E3 two-hybrid, luciferase; inhibition of corepressor binding, % at 3.98 µM; 0.35% of 360,000 active; AID 602229;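 active = inhibition above the mean of all tested compounds plus 3 SD, cut at about 70% in these data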;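 also: 0% = DMSO with NR2E3 transfected cells and 100% = cells lacking NR2E3 construct; higher means lower luciferase signal from less NR2E3 corepressor binding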
Shn3 3UTR inh – Schnurri-3 reporter inhibition in Clone20 osteoblasts; 0.52% of 360,000 active; inhibition, % at 12.5 µM; AID 588674; Clone20 osteoblast Shn3 3'UTR firefly luciferase, 24 h;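 active = mean inhibition of at least 75% with every replicate also reaching 75%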;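 also: 0% = median of neutral control wells and 100% = pilot-screen positive control compound; some compounds past the cut are filed as inactive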
Peg3 promoter – reduces Peg3 promoter-driven luciferase expression in HeLa; HeLa PEG-Prom luciferase reporter, luminescence, overnight; AID 588405; inhibition, % at 20 µM; 1.7% of 360,000 active;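 active = inhibition of at least 50% at 20 µM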
HIF-2a inh – HIF-2a inhibition | 0.72% of 360,000 active | 786-0 RCC cells HIF-2a reporter, luciferase luminescence, overnight | inhibition, % at 18.8 µM | AID 624352;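 active = inhibition of the luminescence signal of 40% or more relative to plate controls, in a single-dose primary screen at 18.75 µM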
TWEAK Fn14 block – TWEAK-Fn14 signaling inhibition; TWEAK-stimulated Fn14 reporter cells, luciferase luminescence, 8 h; inhibition, % at 10 µM; 2% of 360,000 active; AID 1159606; in the data active = inhibition above about 50%
iPSC survival up – enhancers of human iPSC single-cell survival; hiPSC single-cell survival, ATPlite luminescence; 100% = ROCK inhibitor wells, 0% = DMSO; survival enhancement, % at 20 µM; 0.044% of 360,000 active; AID 602274; in the data active = survival enhancement above about 18%;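 also: cells exposed to compounds for 16 hours before the ATP read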
MITF TRPM1 inh – reduces MITF-dependent TRPM1 promoter luciferase signal; 0.83% of 330,000 active; inhibition, % at 12.5 µM; AID 488899; SK-MEL-5 TRPM1 promoter luciferase, 24 h;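 active = mean inhibition across replicates of 60% or more, whatever share of single replicates reaches that level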; also: values of inactives mirror those of a sister screen read the other way
aDG glyco act – alpha-DG glycosylation activation; Pro5-aDG cells, alpha-DG glycosylation AlphaScreen (IIH6); 0% Pro5, 100% B10-LARGE cell signal; 0.22% of 360,000 active; activation, % at 10 µM;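 active = activation of at least 8% versus controls, or a plate z-score of at least 8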;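 also: Pro5 are CHO cells carrying HIG-tagged alpha-DG that lacks glycosylation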
* = called active by the depositor; nt = not tested or not shown; & = joins results of further samples.

SMILES,NR2E3 ag-1,CF NFkB block,KKLEB cytotox,NR2E3 ag-2,Shn3 3UTR inh,Peg3 promoter,HIF-2a inh,TWEAK Fn14 block,iPSC survival up,MITF TRPM1 inh,aDG glyco act
Cc1ccc(-c2ccc(/C=N/NC(=O)CN3CCOCC3)o2)cc1[N+](=O)[O-],2,7,-12,-49,-77,-1,-5,0,0.4,20,0.3
O=C(CNc1ccc(Br)cc1)Nc1cccc(S(=O)(=O)N2CCCC2)c1,-1,-12,9,-17,11,-25,-15,20,-0.2,2,0.8
O=C(O)c1cn(-c2ccc(F)c(F)c2)c2c(F)c(F)c(F)c(F)c2c1=O,5,2,-1,-19,15,-9,16,2,0.4,15,2.6
CC(C)Cn1c(N)c(C(=O)COC(=O)c2ccc(F)cc2)c(=O)n(C)c1=O,-1,0,18,-7,19,1,8,5,-2.8,10,2.5
CNC(=O)CSc1nc2ccccc2c(=O)n1-c1cc(OC)ccc1OC,1,-17,1,-5,11,10,-5,9,-0.3,8,0.1
COc1cc(OC)c(OC)cc1/C=N/NC(=O)c1ccc(=O)n(C)c1,0,13,-1,-41,-3,-7,18,0,0.1,-5,0.2
COc1cccc(-c2nc(-c3ccc(Br)o3)no2)c1,3,-22,-1,-127,-111,-252,-176,4,-0.6,-55,-0.1
Cc1ccc(S(=O)(=O)N(C)CCCC(=O)Nc2ccncc2)cc1,-2,10,-10,12,57,3,6,16,-0.8,14,0.0
O=C(c1cc(COc2c(F)cccc2F)on1)N1CCN(C2CCCCC2)C(=O)C1,0,4,-15,3,-13,-9,-22,6,-0.5,6,-0.2
Cc1c2cnn(CC(=O)NCCCN3CCCCC3C)c(=O)c2c(C)n1Cc1ccccc1 (stereo not given),-1,-28,20,-27,5,-3,5,19,-4.9,nt,-0.2
CN(CC(=O)NCc1cccs1)CC(=O)Nc1ccc(F)c(F)c1F,2,-7,4,-8,1,6,12,-7,0.0,-2,0.2
CCc1noc(C)c1C(=O)Nc1nc(-c2cccs2)cs1,-3,4,-4,-51,-29,-111,-140,0,0.1,-24,-0.2
O=C(N/N=C/c1cccs1)c1ccc(-n2cccc2)cc1,3,14,15,-31,-27,-73,-87,-14,0.1,-6,-0.4
O=C1C(=O)c2c(ccc3ccccc23)-c2ccccc21,nt,74*,-84*,-16,96*,102*,-106,101*,-2.1,98*,-0.3
O=S1(=O)N=C(N/N=C/c2ccco2)c2ccccc21,-3,-3,1,14,19,0,14,-2,0.0,10,-0.1
NS(=O)(=O)c1cccc(NC(=S)NC(=O)c2cccc([N+](=O)[O-])c2)c1,-2,-2,0,11,-5,-1,-18,-5,-0.2,3,0.3
CN(CC(=O)Nc1ccccc1Br)C(=O)CNC(=O)c1cccs1,3,9,-15,-13,-8,5,6,11,0.2,8,0.0
CCN(CC(=O)Nc1ccc2c(c1)OCCO2)S(=O)(=O)c1ccc(F)cc1,-1,1,-3,-10,0,-9,-12,6,-0.6,4,-0.2
O=C(Cn1cc(C(=O)C2CCCCC2)c2ccccc21)NCC1CCCO1 (stereo not given),0,0,5,-21,-3,-12,18,14,-0.2,7,0.3
CCOCCCNCc1cc(Br)ccc1OCc1ccccc1,2,1,2,-19,15,5,14,-1,0.5,-6,2.2
NC(=S)N/N=C/c1ccccc1OCc1cccc(Cl)c1,3,-16,-3,30,19,17,22,41,-3.1,38,0.6
Cc1ccc(NC(=S)N(Cc2cccs2)Cc2cc3cccc(C)c3[nH]c2=O)cc1,2,25,-3,-18,45,-7,17,26,-1.4,-13,0.2
CC1CC(=O)C2=C(C1)Nc1ncnn1C2c1ccccc1 (stereo not given),4,2,8,1,-10,31,4,-4,-1.8,10,0.1
CS(=O)(=O)Nc1ccccc1C(=O)NCc1ccccc1Cl,0,-5,15,-8,-8,-1,12,-4,-2.5,0,-0.4
O=C(Nc1ccc(NC(=O)c2cccnc2Cl)cc1)c1cccc(Cl)c1,2,6,5,-30,-46,-134,-112,-10,-0.1,-56,0.4
O=C(c1cccc(F)c1)N1CCN(c2ccc([N+](=O)[O-])c3cccnc23)CC1,1,-1,-5,2,22,29,23,-13,-0.3,-14,0.0
Cc1cc(C(=O)Nc2c(F)cc(F)cc2Br)c(C)o1,-4,4,7,-6,-8,3,10,12,8.0,2,0.2
CC1CC1C(=O)OCC(=O)Nc1cccc([N+](=O)[O-])c1 (stereo not given),-1,4,3,-14,10,-43,-24,-2,2.3,5,0.1
CCC(c1ccc(O)c(O)c1)C(CC)c1ccc(O)c(O)c1 (stereo not given),nt,84*,-21,12,26,100*,79*,28,-0.7,1,-0.5
CCOC(=O)C1CCN(C(=O)C2CCN(S(=O)(=O)c3ccc4c(c3)CC(C)N4C(C)=O)CC2)CC1 (stereo not given),9,4,-4,28,23,6,13,-20,-0.5,6,0.1
COc1ccc(CCNC(=O)Cc2cc(OC)c(OC)cc2Br)cc1OC,0,7,1,-1,-2,14,-1,7,3.8,-3,1.0
Cn1c(N)cc(=O)n(Cc2ccccc2)c1=O,5,9,-19,-10,-48,-19,8,-21,-1.3,-15,0.0
CCCCn1c(N)c(N(CC(C)C)C(=O)c2ccc(-c3ccc([N+](=O)[O-])cc3)o2)c(=O)[nH]c1=O,1,-26,-9,-6,3,-21,-12,-23,-0.2,-4,0.0
COc1ccc(CC2(C)OC(c3ccc(C)c([N+](=O)[O-])c3)=NN2C(C)=O)cc1 (stereo not given),1,-9,-8,-17,-11,16,7,-5,0.0,0,-0.1
O=C(CSc1nc2ccccc2o1)Nc1ccc(Cl)cc1,0,-5,-8,-36,-27,-36,-88,-19,-1.6,-13,-0.1
CCOC(=O)c1ccccc1N1C(=O)C2Sc3[nH]c(=O)sc3C(/C=C/c3ccccc3)C2C1=O (stereo not given),1,-15,9,-21,-10,-1,29,9,-1.2,-7,0.2

Single values from above:
Entry for O=S1(=O)N=C(N/N=C/c2ccco2)c2ccccc21 in iPSC survival up: 0.0
Entry for Cc1cc(C(=O)Nc2c(F)cc(F)cc2Br)c(C)o1 in NR2E3 ag-1: -4

Next part:
SMILES,NR2E3 ag-1,CF NFkB block,KKLEB cytotox,NR2E3 ag-2,Shn3 3UTR inh,Peg3 promoter,HIF-2a inh,TWEAK Fn14 block,iPSC survival up,MITF TRPM1 inh,aDG glyco act
O=C(O)C1CCCN(C(=O)c2cccc3ccccc23)C1 (stereo not given),-2,-5,5,23,-7,-4,6,-4,0.1,6,0.0
Cc1c(Cl)cnc(NC(=O)COC(=O)CNC(=O)c2ccccc2)c1Cl,nt,1,2,19,-6,-14,-13,-12,0.0,0,0.0
CCc1ccccc1NC(=O)C1CCCN(c2ncnc3onc(-c4ccc(F)cc4)c23)C1 (stereo not given),4,5,-3,0,21,5,20,-8,0.2,2,0.0
COc1cccc2cc(/C(=N/O)c3ccccc3)oc12,4,30,-1,-29,-13,-112,-132,9,0.1,-19,0.0
O=C1CNC(=O)/C1=C\N1CCCCC1,-4,-8,11,-16,-13,6,19,-1,-0.2,10,0.0
Cc1noc(C)c1COc1ccc(C(=O)OCC(=O)Nc2c(C)n(C)n(-c3ccccc3)c2=O)cc1,0,-9,0,13,8,-4,12,10,1.0,2,-0.5
CCOC(=O)c1cc(C)nnc1C(=O)OCC,nt,11,-4,1,0,-3,10,12,0.0,nt,-0.3
CCCCCCCC[n+]1cccc(C(=O)N2c3c(nc(N)[nH]c3=O)NC(C)C2C)c1 (stereo not given),-1,1,3,-4,0,13,17,0,4.8,-5,-0.3
CCOC(=O)CC(=O)CSc1ncnc2c1nnn2-c1ccc(F)cc1,-2,-11,-6,-13,-15,0,12,-20,-0.5,-2,-0.2
O=C(NCc1ccncc1)C(=O)NCc1ccco1,1,-8,1,13,18,14,10,-5,-3.9,-3,-0.3
CCN1CCCC1CNC(=O)c1cc(S(=O)(=O)N(C)C)ccc1Cl (stereo not given),2,-5,-6,24,5,-4,12,-4,0.1,-3,0.0
Cc1cc(C(=O)N2CCC2(C)C(=O)NCCC#N)nn1C (stereo not given),nt,0,-8,1,22,6,16,-6,6.1,nt,0.6
CCCn1c(SCC(=O)Nc2cc(S(=O)(=O)N3CCOCC3)ccc2OC)n[nH]c1=O,-2,-5,11,-31,-1,-12,25,7,1.6,-3,-0.1
O=S(=O)(c1ccccc1)c1nnn2c1nc(NC1CCN(Cc3ccccc3)CC1)c1ccccc12,1,17,-14,-28,14,16,28,-45,-0.6,-6,0.2
O=C(NNS(=O)(=O)c1cc(Cl)cc(Cl)c1)c1sccc1-n1cccc1,-1,8,3,8,-47,14,16,6,0.3,-3,0.0
COc1ccc(N=Nc2ccc(O)c3ncccc23)cc1,1,3,2,-19,91*,-32,-39,-48,-0.4,69*,-0.6
O=C1C2C3c4ccccc4C(c4ccccc43)C2C(=O)N1Cc1ccco1 (stereo not given),3,31,-7,-2,5,19,14,22,0.4,12,-0.3
O=C(CNC(=O)c1ccc(-c2ccccc2)cc1)Nc1cccc(CO)c1,nt,7,-18,-32,-5,-48,-79,8,-0.7,-13,-0.3
Cc1ccc(C)n1-c1nccc(-c2ccco2)n1,0,0,-1,-20,0,11,4,-1,0.5,4,0.1
COCc1cc(=O)[nH]c(/N=C(\N)Nc2ccc(Oc3ccccc3)cc2)n1,-3,-6,-12,-15,-2&3,6,20,7,-2.4,15,0.0
Cc1cc(C)cc(NCc2cc3c(cc2[N+](=O)[O-])OCO3)c1,2,11,-18,-12,12,5,0,-12,0.9,12,0.0
COc1ccc2cc(/C=C3\SC(=S)NC3=O)c(N3CCOCC3)nc2c1,-3,0,6,-33,10,28,-2,45,-0.3,-11,-0.1
COC(=O)CSc1nnc(C)n1-c1cccc(OC)c1,1,1,-7,-1,0,11,9,8,-0.2,6,-0.3
Cc1ccccc1C(=O)N/N=C1/SCC(=O)N1Cc1ccc2c(c1)OCO2,1,3,-14,7,-4,-10,10,-9,0.8,-3,0.1
COc1ccc(-n2ccnc2CN2CCN(C3CCCC3)C(CCO)C2)cc1 (stereo not given),2,-5,1,-2,1,0,11,-4,1.4,6,-0.2
COc1ccc(C)cc1NC(=O)C(Sc1nncn1C)c1ccccc1 (stereo not given),3,3,8,-3,-29,-1,9,15,1.0,1,-0.3
CCOC(=O)N1CCN(S(=O)(=O)c2ccc3c(c2)CC(C)N3C(C)=O)CC1 (stereo not given),-3,-18,-5,16,5,0,13,-9,-0.5,-22,0.8
CCC(C(N)=O)N1C(=O)C2C3CCC(C3)C2C1=O (stereo not given),nt,3,5,12,19,4,16,2,3.4,nt,-0.1

Source: PubChem BioAssay (several laboratories)
